S-ASM inh: human S-ASM enzyme inhibition. Potency, µM (top dose mostly 57.5 µM), without a hit: top-dose activity change, negative = inhibition, hits mostly inhibitors. placental ASM, HMU-PC fluorogenic substrate, 60 min. AID 504937. hit rate 0.006% among 340,000; further: potency means the concentration at half of the fitted maximal effect
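Human placenta-derived ASM preincubated with compound 10 min at room temperature, then reacted with 9 uM (final) fluorogenic HMU-PC substrate for 60 min at 37 C. Stop solution raises pH to 10; fluorescence read at Ex 386/Em 447 nm.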
A-T KAP1 phos: potential ataxia-telangiectasia treatments restoring KAP-1 phosphorylation; hit rate 0.19% among 320,000; AID 485349; […] A-T fibroblasts, KAP-1 phosphorylation AlphaLISA; neocarzinostatin DNA damage 30 min before lysis; Potency, µM (highest dose often 57.5 µM), for inactives: at the highest dose activation, most hits filed as activators; further: potency means the concentration at half of the fitted maximal effect; % of control where 0% means no effect; nearly all actives have a fitted effect of over 45% in size
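hTERT-immortalized A-T patient fibroblasts ([…]), 500 cells/well in OPTI-MEM, 1% FBS, got compounds for 60 min, then NCS for 30 min at 37C. Lysates were then assayed for phospho-KAP-1 by AlphaLISA (anti-pKAP1 donor, anti-KAP1 acceptor beads), 6 hr at 25C.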
Mito fusion yeast: mitochondrial division inhibition or fusion activation; S. cerevisiae fusion-defective mutant growth rescue, CellTiterGlo 48 h; Potency, µM (series often up to 46.1 µM), for inactives: top-dose growth rescue (activation), actives largely listed as activators; hit rate 0.23% among 320,000;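 further: potency means the concentration at half of the fitted maximal effect; % of control where 0% means no effect; nearly all actives have a fitted effect of over 45% in size; temperature-sensitive fusion mutants such as fzo1-1 at 37 °C on non-fermentable ethanol glycerol medium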
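Luminescent cell viability in 1536-well qHTS format served as the measure of rescued growth in ts fusion-mutant S. cerevisiae cultured on non-fermentable YPEG for 48 hours at 37C.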
BCR signal inh: blocks chronic active B-cell receptor signaling; Potency, µM (highest dose often 46.1 µM), inactives show top-dose ratio change, negative = lower green/red ratio, usual class: inhibitors; hit rate 0.05% among 340,000; ABC-DLBCL IkBa-CBG/CBR reporter, luminescence ratio, 4 h; AID 493014; active means well fitted inhibition curve with a large enough effect in the signal ratio, with a control signal flat, not every such curve was filed as active; inconclusive means small, poorly fitted or top-dose-only effect, or effect the other way, or a change in a side signal; the % refers to the signal ratio;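 further: potency means the concentration at half of the fitted maximal effect; plate controls were basal doxycycline-induced cells for no effect and cells given 10 µM MG132 for full effect; MG132 reads +100%, hits lower the ratio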
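Compounds up to 46 uM were incubated four hours with TMD8 cells whose green CBG68 luciferase is fused to IkappaBalpha; red CBR luminescence normalised the signal, and concentration-effect curves were fitted to fusion, red and ratio data.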
TSG101-PTAP inh: blocks PTAP/TSG101 interaction to inhibit HIV-1 budding; AID 493005; Q99816; Potency, µM (titrated, usually from 115 µM), without a hit: at the top dose activity change, negative = inhibition, actives largely listed as inhibitors; 340,000 tested, under 10 active; Fluorescence polarization, FITC-PTAP peptide / Tsg101 binding; active means well fitted inhibition curve with a large enough effect in the main read-out, with a control signal flat, not every such curve was filed as active; inconclusive means small, poorly fitted or top-dose-only effect, or effect the other way, or a change in a side signal; inactive means no such curve, though single readings can be large or run the other way; further: potency means the concentration at half of the fitted maximal effect; % of control where 0% means no effect
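FP read-out: FITC-PTAP peptide, 50 nM final, binding Tsg101 binding domain, 10 uM final; 20 min, r.t.; 10 mM HEPES pH 7.5, 0.15 M NaCl, 0.01% Tween 20, 3 mM EDTA, 0.1 mM TCEP.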
a7 integrin act: integrin-mediated muscular dystrophy alleviation activation; Potency, µM (doses to about 38.3 µM), for inactives: top-dose activation, most hits filed as activators; hit rate 0.064% among 350,000; alpha7betagal myoblasts, beta-gal FDG fluorescence, 48 h;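 further: potency means the concentration at half of the fitted maximal effect; 100% = response of the positive control SU9516; nearly all actives have a fitted effect of over 60% in size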
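alpha7betagal+/- myoblasts (passage 13, 250/well) treated 48 h at 37C with compounds at 1:260 dilution of DMSO stock. Lysed, then beta-galactosidase activity read as FDG fluorescence (ex 480/em 540) after 30 min, with pre-read for autofluorescence.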
Tb PFK inh: blocks T. brucei phosphofructokinase; O15648; Potency, µM (highest dose often 57.5 µM), without a hit: top-dose activity, negative = inhibition, hits mostly inhibitors; AID 485367; T. brucei PFK, ADP-Glo luminescence; hit rate 0.17% among 330,000;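 further: potency means the concentration at half of the fitted maximal effect; 0% = uninhibited 1x PFK enzyme wells and -100% = no-enzyme wells; nearly all actives have a fitted effect of over 60% in size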
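Activity is normalized to no-enzyme wells (full inhibition) and 1.25 nM enzyme wells (no inhibition). Reaction: 0.5 mM F6P, 0.1 mM ATP, 45 min RT, ADP-Glo luminescence; concentration-response curves fitted and classed by quality.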
Eya2 phos inh: inhibitors of human Eya2 phosphatase activity; O00167; recombinant Eya2, OMFP fluorescence dephosphorylation (OMFP is methylfluorescein phosphate); Potency, µM (top dose mostly 76.9 µM), without a hit: top-dose activity, negative = inhibition, usual class: inhibitors; hit rate 0.006% among 330,000; further: potency means the concentration at half of the fitted maximal effect; on the % scale 0 is the no-effect control and ±100 the full control effect
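Eya2 (0.2 uM) preincubated 10 min at ambient with compound, then OMFP substrate added at 50 uM; 10 min reaction in 50 mM HEPES pH 7.5, 50 mM NaCl, 5 uM MgCl2, 0.05% BSA, 1 mM DTT. Fluorescence read at Ex 485/Em 525 nm.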
ELG1 DNA repair: inhibitors of ELG1-dependent DNA repair in HEK293T cells; HEK293T ELG1-luciferase reporter, luminescence, 16 h; DNA damage induced by 5-fluorouridine; Potency, µM (series often up to 46.1 µM), for the others: top-dose activity change, negative = inhibition, most hits filed as inhibitors; hit rate 2.3% among 330,000; further: potency means the concentration at half of the fitted maximal effect; on the % scale 0 is the no-effect control and ±100 the full control effect; nearly all actives have a fitted effect of over 55% in size
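In this reporter screen, reduction of luminescence relative to DMSO vehicle indicated activity. Compounds and 5-fluorouridine were added together to 2,000 cells per well, incubated for 16 hr at 37 °C, then developed with ONE-Glo.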
TSHR antag: antagonists of human thyroid stimulating hormone receptor; AID 504810; TSHR-expressing cells, TSH-stimulated cAMP HTRF, 2 h; hits give low values; hit rate 0.2% among 330,000; P16473; activity change, negative = inhibition, % at 11.5 µM;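 active means activity change below a set negative limit, meaning inhibition stronger than a set level, cut at about -70% in these data; inconclusive means activity change between two set negative limits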; further: on the % scale 0 is the no-effect control and ±100 the full control effect
Target sequence (P16473 whole entry, looked up): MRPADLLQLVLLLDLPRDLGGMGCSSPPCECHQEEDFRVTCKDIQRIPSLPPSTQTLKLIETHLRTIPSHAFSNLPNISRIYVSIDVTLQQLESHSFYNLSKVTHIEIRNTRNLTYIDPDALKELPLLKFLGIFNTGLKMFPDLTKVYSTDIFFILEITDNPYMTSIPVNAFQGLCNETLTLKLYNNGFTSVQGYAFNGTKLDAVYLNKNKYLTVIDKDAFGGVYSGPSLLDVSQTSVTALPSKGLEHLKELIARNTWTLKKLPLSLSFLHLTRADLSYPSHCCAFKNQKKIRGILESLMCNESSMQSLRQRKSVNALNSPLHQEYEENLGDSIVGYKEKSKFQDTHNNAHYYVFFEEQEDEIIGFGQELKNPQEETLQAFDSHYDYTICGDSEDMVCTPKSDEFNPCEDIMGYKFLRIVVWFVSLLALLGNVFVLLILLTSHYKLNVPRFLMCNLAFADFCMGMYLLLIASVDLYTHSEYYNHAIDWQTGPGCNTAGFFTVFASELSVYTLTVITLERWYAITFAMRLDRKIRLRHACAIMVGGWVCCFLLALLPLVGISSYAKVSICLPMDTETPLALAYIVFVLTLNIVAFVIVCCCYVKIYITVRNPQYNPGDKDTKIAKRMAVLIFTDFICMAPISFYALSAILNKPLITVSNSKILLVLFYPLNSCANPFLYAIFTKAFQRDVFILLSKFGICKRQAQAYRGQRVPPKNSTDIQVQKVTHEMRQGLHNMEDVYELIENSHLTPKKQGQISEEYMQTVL
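Competitive HTRF cAMP read-out (cryptate anti-cAMP antibody, cAMP-d2; 30 min, room temperature) in freshly harvested TSHR cells. Compounds added before TSH at EC80 (4nM final), followed by 2 hours' incubation at 37 deg C.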
TCR activator: T cell receptor activation; AID 504894; primary human leukocytes, anti-CD3, IL-2 HTRF, 48 h; 330,000 tested, under 10 active; Potency, µM (titrated, usually from 9.22 µM), for inactives: at the top dose activation of IL-2 secretion, usual class: activators; further: % of control where 0% means no effect
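Compounds are tested in HTS on primary human leukocytes co-incubated with a-CD3 beads for 48 hr. IL-2 output is measured by time-resolved FRET.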
The depositor's hits bear a star; u = inconclusive; x = no result given; & = joins results of further samples; [ ] = remark or other dose. Unless noted, the call rests on the fitted dose curve; in most records, active means well fitted curve in the direction sought with a large enough effect; inconclusive means small, poorly fitted or top-dose-only effect, or another doubt; inactive means no such curve, though single readings can be large; an effect the other way counts as inactive or inconclusive.

item	compound	S-ASM inh	A-T KAP1 phos	Mito fusion yeast	BCR signal inh	TSG101-PTAP inh	a7 integrin act	Tb PFK inh	Eya2 phos inh	ELG1 DNA repair	TSHR antag	TCR activator
1	CCOC(=O)C(C)Sc1nc2c(c(-c3cccs3)c1C#N)CCC2 (configuration not stated)	64.8%[activator]	2.9%	14.0%	1.4%	-1.3%	-25.6%	5.6%	3.3%	-14.2%	-7.2	-16.2%[46.1 µM]
2	C=CCc1c(C)nc(SC)nc1Nc1ccc(C(=O)O)cc1	-2.7%	2.7%	0.3%	u	-3.4%	-16.4%	0.8%	-6.1%	u	-6.0	0.6%
3	COc1ccc(-c2c(NC(=O)c3ccco3)oc3c(C)cccc3c2=O)cc1OC	-1.2%	3.3%	5.2%	-0.7%	-0.4%	-9.5%	15.6%	6.3%	-2.6%	-1.9	-2.2%
4	O=C1c2ccccc2CN1CCNS(=O)(=O)c1ccc(Cl)cc1	7.2%	-2.9%	-5.2%	9.0%	-8.6%	23.5%	1.7%	11.5%	-0.1%	7.9	0.5%
5	COc1ccc(C2=NN(S(C)(=O)=O)C(c3ccc4nccnc4c3)C2)cc1 (configuration not stated)	4.4%	-4.8%	2.8%	-0.7%	0.2%	31.2%	0.3%	-11.8%	u	18.8	5.9%[46.1 µM]
6	O=C(C1=C[C@H](c2coc3ccccc3c2=O)C[C@H](OCc2ccc(CO)cc2)O1)N1CCN(Cc2ccccc2)CC1	5.1%	6.2%	3.8%	6.5%	-7.6%	-6.8%	1.7%	-3.5%	-0.6%	-3.7	0.7%
7	Cc1ccc(CCNS(=O)(=O)c2ccc(C)cc2)cc1	-1.7%	9.0%	7.8%	1.1%	-13.5%	13.5%	1.8%	14.1%	-0.7%	-1.4	-2.2%
8	COc1ccc(Cn2c(C3CC3)nc3ccc(NC(=O)c4ccco4)cc3c2=O)cc1	-28.6%	0.2%	18.1%	-4.6%	-3.6%	17.5%	-2.2%	0.1%	u	-12.9	-3.2%
9	COC(=O)c1nn(-c2ccc(Oc3ccccc3)cc2)c(=O)cc1O	-0.2%	-1.5%	-0.1%	0.4%	-5.1%	-37.8%	-0.5%	11.5%	-4.6%	-5.5	-0.2%
10	CCCCn1c(N)c(N(CC)C(=O)C(c2ccccc2)c2ccccc2)c(=O)[nH]c1=O	6.6%	4.1%	2.2%	5.3%	-6.4%	-18.6%	-4.2%	1.0%	-2.9%	-2.9	5.1%
11	COc1ccc(-c2cc3ncccc3cn2)cc1	34.7%[activator]	6.7%	-4.2%	u	x	38.0%	-1.4%	7.9%	u	-5.0	2.5%
12	CC(c1nnc(SCC(=O)NC(=O)NCc2ccco2)n1-c1ccc(Cl)cc1)N(C)C (configuration not stated)	2.5%	2.9%	-1.7%	-1.2%	-3.9%	-7.6%	-19.1%	-8.3%	10.4%	1.0	-2.6%
13	COc1cc2sc(C)nc2cc1C	0.0%	4.5%	-4.1%	u	-1.7%	13.2%	0.1%	-10.0%	u	1.6	-1.4%
14	c1ccc(Cn2c(-c3ccccc3)nc3nc4ccccc4nc32)cc1	47.9%	x	7.4%	5.9%	-1.7%	11.5%	0.6%	2.9%	20.6µM*	-6.0	-5.9%[46.1 µM]
15	CCCNc1ncnc2nc[nH]c12	1.9%	-8.8%	-3.0%	-4.7%	-5.2%	-5.2%	-11.1%	2.5%	5.1%	-8.4	7.1%
16	Cc1[nH]c(=O)[nH]c(=O)c1S(=O)(=O)N1CCCC(C(=O)N2CCN(c3cccc(C(F)(F)F)c3)CC2)C1 (configuration not stated)	-2.8%	1.9%	12.5%	-1.4%	-3.0%	22.7%	-6.2%	4.8%	0.3%	0.5	1.7%
17	Cc1onc(-c2ccccc2Cl)c1C(=O)N1CCCC1	-1.3%[11.5 µM]	-0.9%	-3.0%	6.6%	1.8%	-16.4%	2.0%	2.5%	4.3%	31.2	-4.1%
18	O=S(=O)(c1ccc2c(c1)OCCO2)C1CCC(O)CC1 (configuration not stated)	x	-3.4%&10.3%	-5.6%&-5.7%	-0.8%&-0.3%	x	x	1.1%&-5.4%	11.5%&12.5%	x	-1.9&-0.6	x
19	O=C(CN(C(=O)CCC(=O)Nc1nccs1)c1ccc2c(c1)OCO2)NCc1ccccc1	-3.1%	-6.5%	1.4%	9.1%	0.5%	0.7%	-16.0%	-8.5%	-1.0%	1.8	8.5%
20	COCCCNc1nc(-c2ccc(Cl)cc2)nc2ccccc12	-4.2%	6.8%	8.9%	u	-0.6%	-23.0%	1.3%	-4.4%	x	6.5	0.1%
21	C=C(C)Cn1c(CCCNC(=O)CC)nc2ccccc21	4.0%	-4.3%	1.1%	u	-9.1%	-8.3%	1.4%	8.5%	1.0%	13.3	-10.9%[46.1 µM]
22	O=C(CCc1nnc(C2(c3ccc(Cl)cc3)CCC2)o1)N1CCCC1	2.5%	1.0%	2.8%	3.9%	-9.3%	17.1%	-6.3%	1.7%	u	3.5	-3.0%
23	CCOc1ccc(C(=O)N2CCc3ccccc32)cc1	4.5%	-1.9%	0.9%	u	-1.3%	10.1%	0.3%	-2.7%	u	-1.6	1.8%
24	O=C(NCc1ccc(F)cc1)C1(S(=O)(=O)c2ccc(Cl)cc2)CC1	-2.2%	8.6%	7.8%	-6.0%	-5.4%	-32.2%[inhibitor]	2.0%	2.4%	u	-6.2	3.7%
25	CC1(c2ccc3ccccc3c2)NC(=O)N(CC(=O)O)C1=O (configuration not stated)	1.1%	5.0%	7.8%	-1.7%	1.0%	8.9%	20.0%	11.6%	16.5%	38.3	-2.0%
26	CC(C)c1ccc(NC(=O)c2n[nH]c(=O)c3ccccc23)cc1	0.8%	-1.8%	9.0%	u	-0.2%	19.9%	0.9%	-2.1%	u	-11.5	3.0%
27	CN(CC(=O)Nc1cccc(F)c1)C(=O)c1ccccc1Sc1ccccc1C#N	-1.1%	10.6%	6.5%	0.9%	-1.0%	9.7%	-4.4%	7.7%	15.8µM*	-1.7	10.5%
28	CCCN(CCC)C(=O)CSc1nc2ccccc2c(=O)n1CC1COc2ccccc2O1 (configuration not stated)	-12.7%	1.0%	-2.9%	2.3%	-2.2%	-10.3%[7.66 µM]	-4.6%	0.6%	u	6.1	-107.1%
29	CCC(C(=O)NC1CCCC1)N(Cc1ccccc1Cl)C(=O)c1snc(C(N)=O)c1N (configuration not stated)	121.3%[activator]	-4.3%	-4.5%	-1.9%	0.4%	-5.2%	-8.5%	8.0%	u	12.9	3.5%
30	Nc1ccc(C(=O)OCC(=O)Nc2cccc(S(=O)(=O)NC3=NCCCCC3)c2)cc1[N+](=O)[O-]	-7.5%	4.7%	x	-8.4%	-2.4%	-21.3%	u	-23.2%	-10.5%	4.7	-4.8%
31	CCOC(=O)c1c(-c2ccc(OC)cc2)csc1NC(=O)CSc1nnc(C)c(=O)[nH]1	-3.5%	10.9%	5.2%	10.0%	-3.3%	11.3%	3.0%	8.7%	-1.0%	-24.8	-6.6%
32	O=C(CCCNS(=O)(=O)c1cccc2nsnc12)NCc1ccc(F)cc1	-0.9%	3.4%	-4.0%	-0.9%	-3.6%	-7.0%	-3.6%	-26.5%	-2.4%	2.2	-1.7%
33	O=C1C(=O)N(Cc2cccnc2)C(c2ccccn2)/C1=C(/O)c1ccc(Br)cc1 (configuration not stated)	-1.2%	4.1%	0.5%	-2.8%	-4.9%	-6.5%	-1.1%	4.9%	0.3%	12.5	0.6%
34	O=S(=O)(Nc1ncccn1)c1ccc(NC(=S)Nc2ccccc2Cl)cc1	-5.1%	1.1%	2.1%	-13.3%	-1.1%	u	0.8%	-27.1%	-14.4%	-1.4	1.2%
